KLF5 inh – KLF5 expression inhibitors, primary screen, DLD-1 cells, luminescence. DLD-1 KLF5 promoter-luciferase reporter. actives 0.23% (n = 290,000). inhibition, % at 5 µM;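 active = inhibition above a per-plate limit of that plate's mean compound inhibition plus 3 SD, cut at about 60% in these data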;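 note: 0% = DMSO wells and 100% = LY294002 at 200 µM; higher means less KLF5 promoter-driven luciferase light; inactives centre near -14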
HIF act – HIF pathway transcriptional activators, primary screen, cell-based, U2OS HRE-luciferase, luminescence; U2OS HRE-luciferase reporter; normalized: DMSO 0%, desferrioxamine 100%; activation, % at 7.5 µM (by protocol); actives 0.32% (n = 300,000);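 active = mean activation of at least 10% of the iron chelator positive control signal, with at least half of replicates also reaching 10%; inconclusive = mean and replicate majority disagree about reaching 10%; inactive = mean and most replicates under 10%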
Platelet DG rel – inhibitors of platelet dense granule secretion, primary screen, cell-based, MLPCN, human platelets; human platelet-rich plasma, SFLLRN dense granule ATP release, luminescence; inhibition, %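 (compounds screened at 7.5 µM in platelet-rich plasma)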; actives 0.22% (n = 300,000); AID 1663, 2009;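 active = mean replicate score, as percent of positive control, at or above 50; inconclusive = mean below 50 but at least one replicate at or above 50; inactive = mean and every replicate below 50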
IEC-6 tox – cytotoxicity in IEC-6 intestinal epithelial cells, primary screen, cytotoxicity control for KLF5 inhibitor project, cell-based, luminescence | IEC-6 cytotoxicity, luminescence viability | inhibition, % at 5 µM | actives 0.78% (n = 290,000) | AID 1825, 2009; in the data active = inhibition above about 22%;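 note: 0% = plate median of test compound wells and 100% = cytotoxic reference compound wells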
SKKanGAS inh – S. pyogenes SKKanGAS growth inhibitors in kanamycin, primary screen, streptokinase expression inhibitor project, SKKanGAS strain, BacTiter-Glo luminescence; 6 h; inhibition, % at 7.5 µM; actives 1.3% (n = 300,000);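 active = mean replicate score, as percent of positive control median, at least 50; inconclusive = mean below 50 but one replicate at or above 50; inactive = mean and every replicate below 50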;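 note: strain carries kanamycin resistance gene driven by streptokinase promoter and grows in 40 µg/ml kanamycin; loss of luminescence reflects streptokinase promoter inhibition or plain growth inhibition; 0% = median of DMSO wells and 100% = positive control at its reference dose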
HSF1 inh – HSF1 inhibitors in luciferase reporter cells, primary screen, cell-based, NIH3T3, luminescence. NIH3T3-HGL HSE-luciferase, MG132-induced, luminescence 8 h; active compounds read low. activity change, negative = inhibition, % at 7.5 µM (by protocol). actives 0.77% (n = 300,000);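 active = more than half of replicate wells show activity change below -50%, luminescence cut by over half; inconclusive = some wells, but at most half, below -50%; inactive = no replicate well below -50%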;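 note: luciferase reports HSF-1 transcriptional activity via heat shock element; 0% = median of DMSO wells and -100% = zero luminescence signal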
HSP90 inh – HSP90 inhibitors, primary screen, cell lysate, luminescence | Heat shock protein HSP 90 (rabbit reticulocyte lysate; luciferase refolding) | inhibition, % at 5.6 µM | Rabbit reticulocyte lysate, luciferase refolding luminescence, 3 h | actives 0.91% (n = 290,000);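 active = inhibition above the screen-wide mean plus 3 SD, computed separately per campaign, cut at about 16% in these data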;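 note: 0% = DMSO wells and 100% = 60 µM geldanamycin wells; inhibitors lower the luminescence because luciferase stays unfolded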
aSyn 5UTR inh – MLPCN primary screen, SNCA 5' untranslated region | AID 1813, 2009 | alpha-synuclein 5'UTR reporter, inhibitor activity | inhibition, % (tested at 7.5 µM) | actives 0.82% (n = 300,000); in the data active = inhibition above about 60%; inconclusive = no clear call, values can overlap the other calls;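 note: H4 neuroglioblastoma cells stably carrying SNCA 5'UTR luciferase fusion; 0% = DMSO wells and 100% = positive control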
HSF1 activator – HSF-1 activators, primary screen, NIH3T3-HGL cells, MG132 stress, luminescence, single point; actives 1.7% (n = 300,000); activation, % at 9 µM; AID 504408, 2011; NIH3T3-HGL HSF-1 luciferase reporter, 8 h; 100% = twice DMSO control signal;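 active = mean replicate activation of at least 50% with a set share of replicates each reaching 50%; inconclusive = only one of those two conditions met; inactive = mean below 50% and too few replicates reaching it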;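 note: 0% = median of the neutral control wells and 100% = twice that signal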
AI-2 QS modul – Vibrio harveyi AI-2 quorum sensing modulators, primary screen, JMH597 strain, luminescence/OD600 ratio; activity change, % at 7.5 µM; actives 0.4% (n = 300,000); Vibrio harveyi JMH597 AI-2 luminescence/OD600 ratio, 9 h; active compounds read low; strain lacks LuxN and CqsS sensors; 0 = neutral-control median; in the data active = activity change below about -75%, passing the limit was not always enough; inconclusive = no clear call, values can overlap the other calls;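 note: luminescence divided by OD600 gain over 9 h not by final OD600 alone; inactives centre near 13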
Active calls of the source: *; ? = inconclusive; nt = no result given.

1	COCC(=O)N1CCC(Oc2ccc(C(=O)N3C[C@@H]4CCC[C@H]3C4)cc2)CC1
2	Cc1cc(C)cc(Nc2nc(-c3ccc(S(=O)(=O)N4CCCC4)cc3)cs2)c1
3	CC(C)NC(=O)c1ccccc1S(=O)(=O)c1ccccc1C#N
4	CCOCc1nnc(NC(C)=O)s1
5	CCOC(=O)c1cnc(-n2nc(C)cc2C)nc1NCc1ccccc1

entry no.	1	2	3	4	5
KLF5 inh	-5	-1	-8	-11	-16
HIF act	-1.6	0.2	-0.5	-0.2	0.3
Platelet DG rel	4	-2	-15	-5	-1
IEC-6 tox	-8	-4	10	-3	8
SKKanGAS inh	5	7	-2	-7	89*
HSF1 inh	-5	4	-1	-7	2
HSP90 inh	1	-6	2	-1	2
aSyn 5UTR inh	4	1	5	4	27
HSF1 activator	-1	11	-19	-10	9
AI-2 QS modul	38	-4	-4	-3	23

Copied from the list:
Result for cpd 1 under AI-2 QS modul: 38
Result for cpd 3 under KLF5 inh: -8
Result for cpd 2 under HSP90 inh: -6

3 entries from above, field by field.
3) CC(C)NC(=O)c1ccccc1S(=O)(=O)c1ccccc1C#N
- KLF5 inh: -8
- HIF act: -0.5
- Platelet DG rel: -15
- IEC-6 tox: 10
- SKKanGAS inh: -2
- HSF1 inh: -1
- HSP90 inh: 2
- aSyn 5UTR inh: 5
- HSF1 activator: -19
- AI-2 QS modul: -4

4) CCOCc1nnc(NC(C)=O)s1
- KLF5 inh: -11
- HIF act: -0.2
- Platelet DG rel: -5
- IEC-6 tox: -3
- SKKanGAS inh: -7
- HSF1 inh: -7
- HSP90 inh: -1
- aSyn 5UTR inh: 4
- HSF1 activator: -10
- AI-2 QS modul: -3

5) CCOC(=O)c1cnc(-n2nc(C)cc2C)nc1NCc1ccccc1
- KLF5 inh: -16
- HIF act: 0.3
- Platelet DG rel: -1
- IEC-6 tox: 8
- SKKanGAS inh: 89*
- HSF1 inh: 2
- HSP90 inh: 2
- aSyn 5UTR inh: 27
- HSF1 activator: 9
- AI-2 QS modul: 23

Following part.
6	O=C(O)C1C2C=CC(C2)C1C(=O)NC1CCS(=O)(=O)C1 (centres undefined)
7	CC1CCN(S(=O)(=O)c2ccc(Cl)cc2Br)CC1
8	O=C(NC(=S)Nc1ccc(Br)cc1)C1CCCCC1
9	Cc1ccc(-c2csc(NC(=O)c3ccco3)n2)cc1C
10	CC(=O)Nc1ccc(NC(=O)C2CC(=O)N=C(N)S2)cc1 (centres undefined)

entry no.	6	7	8	9	10
KLF5 inh	-21	9	-78	-141	-55
HIF act	-1.6	-0.4	2.8	4.3	0.1
Platelet DG rel	4	5	11	7	0
IEC-6 tox	-1	0	1	-2	2
SKKanGAS inh	5	21	1	10	-1
HSF1 inh	-1	5	11	8	-9
HSP90 inh	-1	0	3	-2	5
aSyn 5UTR inh	-3	17	-68	-209	-9
HSF1 activator	6	26	28	62*	-5
AI-2 QS modul	12	22	-1	41	6

11	Cc1[nH]nc(SCC(=O)Nc2cccc(O)c2)c1[N+](=O)[O-]
12	Cc1ccc(C(=O)NCCCNC(=O)c2ccco2)cc1
13	Cc1ccc(OCCC(=O)OCC(=O)Nc2ccc(N3CCOCC3)cc2)cc1
14	Cc1nnc(SCC(=O)NC2CCCC2)n1CCc1ccccc1
15	Cc1cc(C(F)(F)F)c(C#N)c(N2CCOCC2)n1

entry no.	11	12	13	14	15
KLF5 inh	-25	15	nt	-30	5
HIF act	1.0	0.0	-0.3	0.0	-0.7
Platelet DG rel	14	-10	-7	-1	-1
IEC-6 tox	-2	4	nt	-5	1
SKKanGAS inh	-5	4	13	29	-3
HSF1 inh	-3	-6	-61*	5	1
HSP90 inh	-2	0	nt	-1	2
aSyn 5UTR inh	-12	-4	-16	11	23
HSF1 activator	6	-8	-70	9	-1
AI-2 QS modul	5	-3	9	5	23

16	Cc1ccc(Sc2ncccc2C(=O)NC2CCCCCC2)cc1C
17	NC(=O)Nc1ccc(Nc2ccccc2)cc1
18	O=[N+]([O-])c1ccc(S(=O)(=O)N/N=C/c2ccc3c(c2)OCO3)cc1
19	Cc1ccc(N(CC(=O)Nc2ccc(S(=O)(=O)N3CCOCC3)cc2)S(C)(=O)=O)cc1C
20	CCN(C(=O)/C=C/c1ccccc1)C1CCCCC1

entry no.	16	17	18	19	20
KLF5 inh	9	-14	-1	-10	-8
HIF act	-0.6	0.0	-0.3	-1.2	0.0
Platelet DG rel	-2	-19	-12	-3	-2
IEC-6 tox	1	-1	1	0	3
SKKanGAS inh	4	-5	3	-10	0
HSF1 inh	10	-1	-3	-5	2
HSP90 inh	1	-1	-1	-1	4
aSyn 5UTR inh	32	-3	-15	20	-6
HSF1 activator	11	-4	-2	5	-8
AI-2 QS modul	19	28	-1	8	4

21	CCOC(=O)c1nc2ccccc2c(=O)[nH]1
22	COC(=O)c1ccc(NC(=O)C(=O)N2CCN(C(=S)Nc3ccc(OC)cc3)CC2)cc1
23	Cc1ccccc1CC1S/C(=N/N=C/c2ccco2)NC1=O (centres undefined)
24	O=C(CSc1nnc(-c2ccc3c(c2)OCCO3)o1)NC1CCCCC1
25	CCN(CC)C(=O)C1CCCN(c2ccc([N+](=O)[O-])cc2/C=N/NC(=O)c2cccc([N+](=O)[O-])c2)C1 (centres undefined)

entry no.	21	22	23	24	25
KLF5 inh	-14	-12	-24	-28	-37
HIF act	-0.1	-0.5	0.9	0.3	0.2
Platelet DG rel	-4	7	2	15	0
IEC-6 tox	4	-4	9	-1	0
SKKanGAS inh	-13	6	-2	-2	0
HSF1 inh	2	0	-4	-1	7
HSP90 inh	1	-3	-2	0	-5
aSyn 5UTR inh	-37	-1	-1	-1	-35
HSF1 activator	9	-8	-9	-8	6
AI-2 QS modul	15	30	4	16	0

26	CN(C)c1ccc(C=NCCc2ccc(S(N)(=O)=O)cc2)cc1
27	CCc1cccc(NC2c3ccccc3C(=O)N2c2cccnc2)c1 (centres undefined)
28	CCCCNC(=O)C(=O)c1ccccc1NC(C)=O
29	CCOC(=O)Cc1csc(NC(=O)Nc2ccc(Cl)cc2)n1
30	CCN(CC)CCCN1C(=O)CSC1c1ccc([N+](=O)[O-])cc1 (centres undefined)

entry no.	26	27	28	29	30
KLF5 inh	-28	9	-8	-29	-11
HIF act	0.2	-0.1	0.0	0.9	0.3
Platelet DG rel	0	?	-2	-2	-1
IEC-6 tox	1	-1	3	7	-2
SKKanGAS inh	1	-2	9	-1	-14
HSF1 inh	-4	-3	1	5	-4
HSP90 inh	0	-2	4	-3	0
aSyn 5UTR inh	14	-1	-28	-13	4
HSF1 activator	7	4	3	9	0
AI-2 QS modul	-6	30	29	23	32

31	COc1cccc(Cn2cccc(NC(=O)Nc3ccc(C#N)cc3)c2=O)c1
32	Cc1ccc(C)c(OC(=O)c2cncc(Br)c2)c1
33	Cc1ccc(S(=O)(=O)NCC(=O)OCC(=O)Nc2ncc(Cl)cc2Cl)cc1
34	CN1CCN(NC(=O)c2cc(S(=O)(=O)Nc3ccc(Cl)cc3)ccc2Cl)CC1
35	Cc1cc(S(=O)(=O)Nc2cccc([N+](=O)[O-])c2)c(C)s1

entry no.	31	32	33	34	35
KLF5 inh	-13	-8	-38	-18	-11
HIF act	-0.6	0.5	0.4	-1.4	-0.8
Platelet DG rel	-5	-4	7	10	7
IEC-6 tox	0	-6	-12	-9	4
SKKanGAS inh	8	-5	-3	-1	8
HSF1 inh	-5	-5	-4	-5	3
HSP90 inh	-4	3	-3	-4	-4
aSyn 5UTR inh	15	8	-7	-1	0
HSF1 activator	-13	4	0	6	21
AI-2 QS modul	22	3	16	9	39

36	N#Cc1cc(-c2ccccc2)nnc1Oc1ccccc1
37	COc1cccc(C2CC(c3cccs3)=NN2C(=O)CSc2nc3ccccc3o2)c1OC (centres undefined)
38	COc1cc(CC2COC(=O)C2(O)Cc2ccc(O)c(OC)c2)ccc1O (centres undefined)
39	CC(C)Oc1ccccc1NC(=O)CSc1nccn1C
40	CCCC1C(=O)N(Cc2ccccc2)C(=O)CC1C (centres undefined)

entry no.	36	37	38	39	40
KLF5 inh	-14	-20	nt	-26	0
HIF act	0.1	0.5	0.4	0.4	-0.4
Platelet DG rel	-1	7	1	3	-3
IEC-6 tox	6	2	nt	1	5
SKKanGAS inh	0	1	4	-2	-4
HSF1 inh	8	-1	0	-1	2
HSP90 inh	3	1	nt	2	7
aSyn 5UTR inh	-21	-14	-16	5	12
HSF1 activator	6	-4	-5	-13	2
AI-2 QS modul	17	32	12	30	7

41	Cc1ccc2sc(NNC(=O)c3cc(=O)c4ccccc4o3)nc2c1C
42	CCn1cc(C(=O)NCC(OC)OC)c(=O)c2cc(S(=O)(=O)N(C)C3CCCCC3)ccc21
43	Brc1ccsc1-c1csc(-c2ccncc2)n1
44	CC(C)Sc1nc2c([nH]c3ccccc32)c(=O)n1C
45	Cc1cc(=O)oc2cc(OC(C)C(=O)NCC3CCC(C(=O)O)CC3)c(Cl)cc12 (centres undefined)

entry no.	41	42	43	44	45
KLF5 inh	-23	-20	-50	-8	-3
HIF act	0.6	-0.1	1.6	0.0	-0.2
Platelet DG rel	-6	9	nt	1	-1
IEC-6 tox	2	16	9	5	0
SKKanGAS inh	86*	6	8	-5	2
HSF1 inh	14	-6	18	-6	-2
HSP90 inh	18*	-1	0	3	-1
aSyn 5UTR inh	-20	7	-106	6	16
HSF1 activator	6	-1	8	3	6
AI-2 QS modul	33	25	13	-2	0

3 structures already listed, ordered by heavy-atom count, ascending:
43	Brc1ccsc1-c1csc(-c2ccncc2)n1
40	CCCC1C(=O)N(Cc2ccccc2)C(=O)CC1C (centres undefined)
41	Cc1ccc2sc(NNC(=O)c3cc(=O)c4ccccc4o3)nc2c1C

entry no.	43	40	41
KLF5 inh	-50	0	-23
HIF act	1.6	-0.4	0.6
Platelet DG rel	nt	-3	-6
IEC-6 tox	9	5	2
SKKanGAS inh	8	-4	86*
HSF1 inh	18	2	14
HSP90 inh	0	7	18*
aSyn 5UTR inh	-106	12	-20
HSF1 activator	8	2	6
AI-2 QS modul	13	7	33
